Screening data: PubChem BioAssay, National Center for Advancing Translational Sciences (NCATS)
POLI inh – DNA polymerase iota (human) inhibition; AID 588590; Q9UNA4; 1% of 390,000 active; Pol iota fluorescent replication assay, 10 min; Potency, µM (top dose mostly 115 µM), for inactives: top-dose activity, negative = inhibition, actives largely listed as inhibitors
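Fluorescent replication assay read twice, at 0 min and 10 min after adding 50 nM (final) substrate. Enzyme (10 nM) and compounds were first incubated 15 min at room temperature; enzyme-free buffer wells were negative controls.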
G9a block – G9a (human) methyltransferase inhibition | AID 504332 | 8.8% of 350,000 active | Q96KQ7 | Potency, µM (doses to about 102 µM), inactives show at the highest dose activity, negative = inhibition, most hits filed as inhibitors | G9a H3K9 monomethylation, AlphaScreen, 2 h; also: % is scaled to controls: 0 for no effect and ±100 for the full control effect; nearly all actives have a fitted effect of over 75% in size
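Signal arises when biotinylated H3K9 peptide, once monomethylated, bridges streptavidin donor and antibody-captured acceptor beads. Enzyme at 20 nM was preincubated 15 min with test compounds; peptide 500 nM and SAM 20 uM then reacted for 2 h.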
JMJD2A Tudor – blocks the human JMJD2A Tudor domain | 4.4% of 390,000 active | AlphaScreen JMJD2A-Tudor / H3K4me3 peptide binding | Potency, µM (titrated, usually from 114 µM), inactives show top-dose activity change, negative = inhibition, actives largely listed as inhibitors | AID 504339; also: % is scaled to controls: 0 for no effect and ±100 for the full control effect; nearly all actives have a fitted effect of over 50% in size
HP1b chromo inh – blocks HP1-beta chromodomain binding to methylated histone tails. P83916. AlphaScreen HP1-beta / biotin-H3K9me3 peptide binding. Potency, µM (top dose mostly 114 µM), without a hit: at the top dose activity change, negative = inhibition, usual class: inhibitors. 0.56% of 390,000 active; also: nearly all actives have a fitted effect of over 70% in size; inactives centre near 23
Target sequence (P83916 whole entry, looked up): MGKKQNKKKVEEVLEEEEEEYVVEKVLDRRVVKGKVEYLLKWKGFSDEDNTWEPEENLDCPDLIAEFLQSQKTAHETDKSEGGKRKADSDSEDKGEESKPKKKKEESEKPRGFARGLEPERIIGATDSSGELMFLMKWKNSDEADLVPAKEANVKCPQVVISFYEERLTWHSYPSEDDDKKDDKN
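AlphaScreen: HP1-beta (50 nM) preformed 30 min with biotin-H3(1-18)K9me3 peptide (50 nM) in PBS pH 7.4, 0.01% Tween-20. Compound added for 30 min at RT, then streptavidin donor/nickel chelate acceptor beads (10 ug/mL) for 30 min.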
PGK inhibitor – blocks T. brucei phosphoglycerate kinase | P07378 | PGK/GAPDH coupled, Kinase-Glo luminescence, 60 min | Potency, µM (highest dose often 57.5 µM), without a hit: at the highest dose activity change, negative = inhibition, hits mostly inhibitors | 0.043% of 380,000 active | AID 602233; also: % is scaled to controls: 0 for no effect and ±100 for the full control effect; nearly all actives have a fitted effect of over 60% in size
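Luminescent ATP detection (Kinase-Glo Plus) follows a 60-minute room-temperature incubation, with wells lacking PGK as controls. Buffer: 100 mM TEA (pH 7.6), 5 mM MgCl2, 0.01% Tween-20. Coupling enzyme GAPDH (100 nM final) supplies unstable 1,3-BPG in-well.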
GLS inh – inhibitors of human glutaminase (GLS) | 0.21% of 410,000 active | AID 624170 | Potency, µM (top dose mostly 45.5 µM), for the others: top-dose activity change, negative = inhibition, hits mostly inhibitors | GLS enzymatic activity, qHTS titration | O94925; also: % is scaled to controls: 0 for no effect and ±100 for the full control effect
Target sequence (O94925 whole entry, looked up): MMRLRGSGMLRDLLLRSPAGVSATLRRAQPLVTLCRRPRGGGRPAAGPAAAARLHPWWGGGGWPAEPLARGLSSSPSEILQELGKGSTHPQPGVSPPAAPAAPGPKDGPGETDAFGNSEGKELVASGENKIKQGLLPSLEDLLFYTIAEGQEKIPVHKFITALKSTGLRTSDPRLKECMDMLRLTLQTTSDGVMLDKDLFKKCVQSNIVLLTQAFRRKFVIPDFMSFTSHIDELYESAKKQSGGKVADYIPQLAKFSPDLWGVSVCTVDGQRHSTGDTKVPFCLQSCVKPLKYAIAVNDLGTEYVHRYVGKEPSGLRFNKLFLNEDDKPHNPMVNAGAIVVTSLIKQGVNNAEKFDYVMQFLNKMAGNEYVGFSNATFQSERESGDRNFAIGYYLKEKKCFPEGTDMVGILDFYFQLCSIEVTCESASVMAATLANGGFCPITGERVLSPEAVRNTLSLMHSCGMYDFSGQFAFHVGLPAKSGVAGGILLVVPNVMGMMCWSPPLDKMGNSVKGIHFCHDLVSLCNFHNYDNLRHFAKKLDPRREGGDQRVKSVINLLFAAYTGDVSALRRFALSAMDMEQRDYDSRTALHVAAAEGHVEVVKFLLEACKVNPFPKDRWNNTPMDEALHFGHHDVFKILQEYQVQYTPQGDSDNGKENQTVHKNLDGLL
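hKGA in 45 mM KH2PO4 pH 8.2, 0.02% Tween-20 with pin-transferred compounds; 1 mM L-glutamine (stock) plus glutamate oxidase/HRP/Amplex Red coupling added. Fluorescence read initially and after 30 min at RT.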
BLM helicase inh – Bloom syndrome helicase (human) inhibition; P54132; recombinant BLM DNA unwinding, fluorescence dequenching; Potency, µM (top dose mostly 56.1 µM), for inactives: top-dose activity change, negative = inhibition, actives largely listed as inhibitors; 0.2% of 350,000 active; AID 2528;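 also: plate controls were vehicle for no effect and no enzyme for full effect; nearly all actives have a fitted effect of over 35% in size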
Pin1 inh – human Pin1 inhibition; Q13526; Pin1 FP peptide displacement, HiFluor488, 10 min; Potency, µM (top dose mostly 115 µM), inactives show at the top dose activity, negative = inhibition, most hits filed as inhibitors; 0.009% of 390,000 active; AID 504891; active = well fitted inhibition curve with a large enough effect in the polarisation, with a control signal flat, not every such curve was filed as active; inconclusive = small, poorly fitted or top-dose-only effect, or effect the other way, or a change in a side signal; inactive = no such curve, though single readings can be large or run the other way; the % refers to the polarisation; also: % is scaled to controls: 0 for no effect and ±100 for the full control effect
Target sequence (Q13526 whole entry, looked up): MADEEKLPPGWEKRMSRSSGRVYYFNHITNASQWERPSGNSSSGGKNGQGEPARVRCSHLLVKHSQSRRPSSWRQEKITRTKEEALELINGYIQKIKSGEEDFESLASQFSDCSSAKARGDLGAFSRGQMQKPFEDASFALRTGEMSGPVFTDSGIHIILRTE
BAZ2B block – blocks human BAZ2B; Q9UIF8; AlphaScreen BAZ2B-H3K14Ac peptide displacement; Potency, µM (doses to about 114 µM), inactives show at the top dose activity change, negative = inhibition, hits mostly inhibitors; 4.4% of 360,000 active; AID 504333; also: % is scaled to controls: 0 for no effect and ±100 for the full control effect; nearly all actives have a fitted effect of over 60% in size
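AlphaScreen displacement: compounds (up to 110uM) incubated 30 min at room temperature with a preformed 50 nM BAZ2B/50 nM biotinylated H3K14Ac peptide complex in PBS pH 7.4 with Tween-20. Donor and acceptor beads at 10 ug/mL final added, 20 min light-protected before reading.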
An asterisk follows results filed as active; i = inactive; u = inconclusive; x = not tested or not shown; [ ] = remark or other dose. Unless noted, calls follow the shape of the dose curve; as a rule, active = well fitted curve in the direction sought with a large enough effect; inconclusive = small, poorly fitted or top-dose-only effect, or another doubt; inactive = no such curve, though single readings can be large; an effect the other way counts as inactive or inconclusive. Potency is read from the fitted curve at half-maximal effect. Some of the compounds tested; count on the stated rates, not on these rows.

SMILES	POLI inh	G9a block	JMJD2A Tudor	HP1b chromo inh	PGK inhibitor	GLS inh	BLM helicase inh	Pin1 inh	BAZ2B block
COc1ccccc1N(CC(=O)Nc1ccccc1C)S(C)(=O)=O	12%	15%[59 µM]	-3%	9%	0%	0%	3%	-10%	4%
COc1ccc(-n2c(NC(=O)c3ccco3)c(C#N)c3nc4ccccc4nc32)cc1	26%	-7%[59 µM]	-22%[57.1 µM]	66%[activator]	u	7%	32µM*	27%	6%
Cc1coc2cc3oc(=O)c(CCC(=O)NC4CC4)c(C)c3cc12	-7%	-2%[12.7 µM]	0%	42%[activator]	-6%	-11%	4%	6%	2%
Cc1cc2ccccc2n1-c1ccc(C(=O)N2CCC(C(=O)NCc3ccc(F)cc3)CC2)s1	2%	-51%[59 µM]	-33%	32%	i	0%	-11%	29%	u
COc1ccc(C(=O)c2coc3ccc(O)c(CN(C)C)c23)cc1	-8%	-6%	-21%	37%	-7%	27%	26%	-3%	-1%
O=C(Nc1ccc(Br)cc1)N1CCCCCC1	22%	14%	13%	26%	1%	2%	-7%	0%	0%
COc1ccccc1CCNC(=O)C1CCN(c2nnc(-n3cccc3CNc3ccc(C)cc3)s2)CC1	u	-7%[59 µM]	-19%	14%	i	1%	-7%	21%	-8%
N#Cc1c(Cl)nc2c(c1C#N)CCCC2	106%[activator]	7%	-8%	0%	-9%	14%	0%	4%	-17%
O=C(COC(=O)/C=C/c1cccc(Cl)c1)NC1CC1	4%	19%[59 µM]	-5%	16%	2%	1%	x	4%	-3%
CC(C)CN1C(=S)SC(C)(C)C1n1oc(=O)n(-c2ccccc2)c1=O (stereo not given)	8%	u	-16%	59%[activator]	-2%	0%	-11%	u	-3%
O=C(Nc1c(Cl)cccc1Cl)c1cc(-c2cccc(O)c2)on1	-17%	-10%[59 µM]	-17%	40%[activator]	-4%	-3%	-14%	0%	u
Cc1ccc(CNC(=O)C(=O)NCC2CCCO2)cc1 (stereo not given)	-5%	-2%[59 µM]	-7%	18%	i	-1%	-4%	3%	8%
CSc1ccc(Cl)c(C(=O)NCc2ccco2)c1	-8%	u	-24%	16%	i	1%	-2%	0%	-7%
O=C(O)c1cccc([N+](=O)[O-])c1C(=O)Nc1nc2ccccc2s1	u	79µM*	3%	12%	-2%	0%	1%	-15%	-14%
COc1cccc(CNC(=O)c2ccc(CNS(=O)(=O)c3ccc(C)cc3)cc2)c1	-14%	-1%[59 µM]	-24%	14%	-5%	-7%	-6%	5%	-1%
O=C(CC1CCCCC1)NCC1CCCO1 (stereo not given)	18%	3%[59 µM]	-6%	38%[activator]	1%	-9%	-1%	4%	-17%
CCOC(=O)C1=C(C)NC(=O)NC1c1ccc([N+](=O)[O-])o1 (stereo not given)	15%	1%[59 µM]	3%	57%[activator]	i	-10%	-8%	-1%	0%
O=C(Cn1c(=O)oc2ccccc21)Nc1ccc(C(=O)O)cc1	-13%	3%[59 µM]	5%	23%	-3%	15%	1%	0%	-3%
COc1cc(/C=N/NC(=O)c2cnn3c(C)cc(-c4ccccc4)nc23)ccc1O	-8%	-7%[59 µM]	12%	32%[activator]	-7%	-8%	-1%	3%	-2%
CC(C)OC(=O)CSc1nnc(-c2ccccc2)n1N	36%[activator]	26%[12.7 µM]	15%	32%[activator]	-5%	x	0%	-6%	7%
CC1(C)CC(=O)C=C(NCCN2CCN(C(=O)Nc3ccc(Cl)c(Cl)c3)CC2)C1	21%	4%[12.7 µM]	-2%	33%	1%	0%	0%	-11%	4%
Cc1cc(C)c(NC(=O)C2CCCN(C(=O)c3cnn(-c4ccccc4)c3-n3cccc3)C2)c(C)c1 (stereo not given)	30%[activator]	2%[59 µM]	-8%	38%	-1%	2%	-4%	2%	-11%
CC1(C(=O)OCC(=O)Nc2nc(-c3ccc(F)c(F)c3)cs2)CC1(Cl)Cl (stereo not given)	1%	x	-10%	49%[activator]	-2%	-16%	-11%	-12%	-3%
Brc1cnc(OCc2ccccc2)nc1OCc1ccccc1	-2%	x	245%[activator]	150%[activator][57 µM]	i	0%	x	1%	x
O=C(CCCc1c[nH]c2ccccc12)Nc1ccc2ccccc2c1	1%	u	u	-5%	1%	5%	-2%	7%	u
Next part
SMILES	POLI inh	G9a block	JMJD2A Tudor	HP1b chromo inh	PGK inhibitor	GLS inh	BLM helicase inh	Pin1 inh	BAZ2B block
O=C1CSc2ccc(C(=O)Nc3cccc(S(=O)(=O)Nc4ccc(Br)cc4)c3)cc2N1	-24%	u	u	-24%	x	-5%	-15%	23%	u
CCOC(=O)n1c(=O)n(Cc2cccc(C)c2)c2ccccc21	123%[activator]	42%	u	0%	4%	-20%	-3%	0%	17%
Cc1cc(C(=O)NCCN2CCN(c3cccc(Cl)c3)CC2)n(-c2ccccc2)n1	-16%	u	-32%	16%	-5%	5%	-1%	-2%	2%
CCc1ccc(NC(=O)Cn2c(=O)n(Cc3nc(-c4ccccc4)no3)c(=O)c3cc4c(cc32)OCO4)cc1	13%	-5%[59 µM]	2%	30%	-3%	-2%	-1%	20%	-3%
Cc1ccc(CN2C(=O)c3ccccc3C2C(=O)NC2CCCCCC2)cc1 (stereo not given)	19%	0%[59 µM]	2%	37%[activator]	-4%	-5%	-3%	-2%	1%
CC1CCCCN1C(=O)CCS(=O)(=O)Cc1ccccc1 (stereo not given)	u	u	-7%	2%	4%	7%	-4%	1%	-2%
CN(Cc1ccc(F)cc1)C(=O)c1ccc(NC(=O)CC2SC(N3CCCC3)=NC2=O)cc1 (stereo not given)	4%	-5%	-5%	10%	1%	6%	x	2%	5%
CC(NC(=S)Nc1c(Br)cccc1OC(F)F)C(C)(C)C (stereo not given)	-7%	43%[59 µM]	0%	37%	i	-11%	-3%	-4%	8%
Cn1c(=O)c2c(ncn2CC(=O)OCC(=O)Nc2ccccc2)n(C)c1=O	35%[activator]	15%[12.7 µM]	-20%	24%	-1%	-11%	-7%	-1%	0%
COc1ccc(-c2csc(NC(=O)c3nc(-c4ccccc4)oc3C)n2)cc1	11%	-44%[59 µM]	-7%	25%	-4%	10%	2%	37%[activator]	-21%
COc1ccc(CNC(=O)c2cc3c(=O)oc4ccc(C)cc4c3s2)c(OC)c1	28%	-2%[59 µM]	-5%	42%[activator]	-1%	-1%	-4%	0%	-9%
CC#CCN1c2ccccc2[C@]23C[C@@H](C(=O)OC)N(C(=O)c4ccc(Br)cc4)C2=NC(C(=O)OC)=C(C(=O)OC)[C@H]13	12%	x	-27%	22%	-8%	5%	-2%[12.4 µM]	3%	x
CCOC(=O)N1CCN(Cc2nc3cc(NC(=O)c4ccccc4[N+](=O)[O-])ccc3n2C(C)C)CC1	36%[activator]	-30%[59 µM]	-16%	34%	i	1%	-1%	9%	-35%
C=CCn1c(=O)c2c(nc3n2CCCN3Cc2ccccc2)n(C)c1=O	-12%	-1%	-27%	7%[57 µM]	3%	16%	-1%	0%	-21%[57.1 µM]
O=C(N/N=C/c1cccc2cccnc12)c1ccccc1O	52%[activator]	41%	7.9µM*	39%	7%	-4%	-5%	3%	7.1µM*
O=C1/C(=C/c2cccnc2)SC(=S)N1Nc1ccccc1	35%[activator]	40µM*	-7%	19%	19%	11%	-2%	4%	u
O=S(=O)(c1cnc(Cl)c(Br)c1)N1CCCCCC1	16%	8%[59 µM]	1%	22%	7%	-8%	-5%	0%	12%
N#CCCn1c(-c2nonc2NC(=O)c2ccccc2Cl)nc2ccccc21	1%	9%[59 µM]	-16%	14%	x	-3%	-2%	11%	7%
CSc1nc2[nH]ncc2c(=O)n1-c1ccccc1	12%	-9%[59 µM]	-12%	43%[activator]	-5%	-1%	4%	0%	7%
C=CCN1/C(=C(\C#N)C2=NS(=O)(=O)c3ccccc32)N(C)c2ccccc21	-2%	u	-5%	11%	0%	-1%	-4%	6%	-4%
Cn1c(CNC(=O)c2cccs2)nnc1SCC(=O)Nc1ccc(Cl)cc1	-2%	13%[59 µM]	0%	24%	i	-13%	3%	-2%	-2%
CCN1CCN(C(=S)Nc2cccc(C(F)(F)F)c2)CC1	172%[activator]	u	3%	36%	-2%	-1%	-1%	-14%	-25%
CCc1ccccc1NC(=O)C1=CC(c2cccs2)=NS(=O)(=O)N1C	-18%	11%	u	-4%	i	-4%	-3%	5%	-27%
CCOc1nc(-c2ccc(Cl)cc2Cl)ccc1C#N	15%	8%[59 µM]	48%[activator]	48%[activator]	-4%	-6%	-5%	-5%	71%[activator]
Cn1cc(CCC(=O)N2CCCC(CCC(=O)NCc3ccccc3F)C2)cn1 (stereo not given)	-1%	-27%	-4%	28%	6%	5%	-1%	1%	-20%
Cc1ccc(NC(NC(=O)c2ccccn2)C(Cl)(Cl)Cl)cc1 (stereo not given)	6%	3%[0.0925 µM]	-25%	8%	x	10%	2%	-6%	0%
Nc1nn2cc(-c3ccc(Br)cc3)nc2c2ccccc12	5%	79µM*	-18%	16%	-11%	2%	-13%	18%	-31%
Cc1ccc(OCCCC(=O)Nc2nncs2)cc1	2%	-11%	-11%	32%	5%	14%	-1%	-2%	1%
COc1ccc2oc3cc(C)[n+]([O-])c(-c4ccc(C)cc4)c3c2c1	11%	16%[59 µM]	-12%	27%	7%	12%	-11%	7%	8%

Of the compounds above, these contain an aryl thioether with sulfur outside any ring:
SMILES	POLI inh	G9a block	JMJD2A Tudor	HP1b chromo inh	PGK inhibitor	GLS inh	BLM helicase inh	Pin1 inh	BAZ2B block
CSc1ccc(Cl)c(C(=O)NCc2ccco2)c1	-8%	u	-24%	16%	i	1%	-2%	0%	-7%
CC(C)OC(=O)CSc1nnc(-c2ccccc2)n1N	36%[activator]	26%[12.7 µM]	15%	32%[activator]	-5%	x	0%	-6%	7%
CSc1nc2[nH]ncc2c(=O)n1-c1ccccc1	12%	-9%[59 µM]	-12%	43%[activator]	-5%	-1%	4%	0%	7%
Cn1c(CNC(=O)c2cccs2)nnc1SCC(=O)Nc1ccc(Cl)cc1	-2%	13%[59 µM]	0%	24%	i	-13%	3%	-2%	-2%
